Screening data from PubChem.
HP1b chromo inh – blocks HP1-beta chromodomain binding to methylated histone tails; actives 0.56% (n = 390,000); Potency, µM (doses to about 114 µM), for the others: top-dose activity change, negative = inhibition, hits mostly inhibitors; AlphaScreen HP1-beta / biotin-H3K9me3 peptide binding; AID 540317; P83916; note: nearly all actives have a fitted effect of over 70% in size; inactives centre near 23
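AlphaScreen: HP1-beta (50 nM) preformed 30 min with biotin-H3(1-18)K9me3 peptide (50 nM) in PBS pH 7.4, 0.01% Tween-20. Compound added for 30 min at RT, then streptavidin donor/nickel chelate acceptor beads (10 ug/mL) for 30 min.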
Pol iota inh – inhibitors of human DNA polymerase iota; Potency, µM (series often up to 115 µM), for inactives: at the top dose activity, negative = inhibition, actives largely listed as inhibitors; actives 1% (n = 390,000); AID 588590; Pol iota fluorescent replication assay, 10 min
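Fluorescent replication assay read twice, at 0 min and 10 min after adding 50 nM (final) substrate. Enzyme (10 nM) and compounds were first incubated 15 min at room temperature; enzyme-free buffer wells were negative controls.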
Tb PGK inh – inhibitors of T. brucei phosphoglycerate kinase | P07378 | PGK/GAPDH coupled, Kinase-Glo luminescence, 60 min | Potency, µM (doses to about 57.5 µM), without a hit: top-dose activity change, negative = inhibition, usual class: inhibitors | actives 0.043% (n = 380,000) | AID 602233; note: % is set by controls: 0 for no effect and ±100 for the full control effect; nearly all actives have a fitted effect of over 60% in size
Target sequence (P07378 whole entry, looked up): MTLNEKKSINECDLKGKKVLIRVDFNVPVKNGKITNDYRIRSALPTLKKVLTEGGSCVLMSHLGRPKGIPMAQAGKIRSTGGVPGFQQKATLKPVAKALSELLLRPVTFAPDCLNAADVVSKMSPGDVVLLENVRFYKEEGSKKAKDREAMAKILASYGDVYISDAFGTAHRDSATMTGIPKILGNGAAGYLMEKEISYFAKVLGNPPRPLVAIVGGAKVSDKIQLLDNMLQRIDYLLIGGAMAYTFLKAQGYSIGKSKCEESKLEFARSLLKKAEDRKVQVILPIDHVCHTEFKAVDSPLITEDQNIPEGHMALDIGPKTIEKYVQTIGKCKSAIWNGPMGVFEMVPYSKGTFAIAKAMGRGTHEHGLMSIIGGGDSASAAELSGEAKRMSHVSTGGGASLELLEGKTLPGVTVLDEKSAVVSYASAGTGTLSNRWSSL
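Recombinant glycosomal PGK reaction used 1,3-bisphosphoglycerate generated in-well by GAPDH (100nM final) in 100mM TEA pH 7.6, 5mM MgCl2, 0.01% Tween-20. After 60 minutes at room temperature, ATP was read by Kinase-Glo Plus luminescence end-point.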
BLM inh – blocks DNA unwinding by human BLM helicase | actives 0.2% (n = 350,000) | AID 2528 | recombinant BLM DNA unwinding, fluorescence dequenching | Potency, µM (top dose mostly 56.1 µM), for the others: at the top dose activity change, negative = inhibition, usual class: inhibitors | P54132;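 note: plate controls were vehicle for no effect and no enzyme for full effect; nearly all actives have a fitted effect of over 35% in size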
BAZ2B inh – inhibitors of human BAZ2B bromodomain | Q9UIF8 | AlphaScreen BAZ2B-H3K14Ac peptide displacement | Potency, µM (doses to about 114 µM), inactives show at the highest dose activity change, negative = inhibition, actives largely listed as inhibitors | actives 4.4% (n = 360,000) | AID 504333; note: % is set by controls: 0 for no effect and ±100 for the full control effect; nearly all actives have a fitted effect of over 60% in size
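AlphaScreen displacement: compounds (up to 110uM) incubated 30 min at room temperature with a preformed 50 nM BAZ2B/50 nM biotinylated H3K14Ac peptide complex in PBS pH 7.4 with Tween-20. Donor and acceptor beads at 10 ug/mL final added, 20 min light-protected before reading.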
G9a block – inhibitors of human histone lysine methyltransferase G9a. Q96KQ7. G9a H3K9 monomethylation, AlphaScreen, 2 h. Potency, µM (top dose mostly 102 µM), for inactives: top-dose activity, negative = inhibition, hits mostly inhibitors. actives 8.8% (n = 350,000). AID 504332; note: % is set by controls: 0 for no effect and ±100 for the full control effect; nearly all actives have a fitted effect of over 75% in size
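Chemiluminescent proximity detection of H3K9 monomethylation, read after 10 min bead incubation in the dark. Reaction: 20 nM G9a, 500 nM biotin-H3K9 peptide, 20 uM SAM cofactor, 2 h, room temperature, following 15 min enzyme-compound preincubation.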
GLS inh – glutaminase GLS (human) inhibition; O94925; GLS enzymatic activity, qHTS titration; Potency, µM (highest dose often 45.5 µM), without a hit: top-dose activity change, negative = inhibition, most hits filed as inhibitors; actives 0.21% (n = 410,000); AID 624170; note: % is set by controls: 0 for no effect and ±100 for the full control effect
Target sequence (O94925 whole entry, looked up): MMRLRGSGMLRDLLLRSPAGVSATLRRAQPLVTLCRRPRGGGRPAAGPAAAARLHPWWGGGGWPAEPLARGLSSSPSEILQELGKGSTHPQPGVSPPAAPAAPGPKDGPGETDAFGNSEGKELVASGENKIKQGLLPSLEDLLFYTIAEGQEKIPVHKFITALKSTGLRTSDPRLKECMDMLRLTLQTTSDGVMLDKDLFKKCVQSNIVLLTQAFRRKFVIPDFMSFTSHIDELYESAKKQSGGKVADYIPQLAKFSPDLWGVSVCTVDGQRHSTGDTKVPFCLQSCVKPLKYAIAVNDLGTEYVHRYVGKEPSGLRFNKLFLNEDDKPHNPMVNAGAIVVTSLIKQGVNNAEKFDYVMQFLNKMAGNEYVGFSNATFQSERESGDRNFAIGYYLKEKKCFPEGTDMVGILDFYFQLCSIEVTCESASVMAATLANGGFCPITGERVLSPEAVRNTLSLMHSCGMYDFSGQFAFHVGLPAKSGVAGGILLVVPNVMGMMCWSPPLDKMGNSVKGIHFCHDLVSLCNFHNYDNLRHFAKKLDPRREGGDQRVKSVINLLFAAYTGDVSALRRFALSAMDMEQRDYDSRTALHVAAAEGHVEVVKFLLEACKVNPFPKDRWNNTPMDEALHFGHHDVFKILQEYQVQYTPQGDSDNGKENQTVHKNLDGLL
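Read-out is an Amplex red fluorescence increase coupled through glutamate oxidase and HRP, measured before and after 30 min room-temperature incubation. hKGA is in 45 mM KH2PO4 (pH 8.2) with 0.02% Tween-20; glutamine added as 1mM solution.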
Pin1 inh – human Pin1 inhibition | Pin1 FP peptide displacement, HiFluor488, 10 min | AID 504891 | actives 0.009% (n = 390,000) | Potency, µM (highest dose often 115 µM), without a hit: at the top dose activity, negative = inhibition, usual class: inhibitors | Q13526; active = well fitted inhibition curve with a large enough effect in the polarisation, with a control signal flat, not every such curve was filed as active; inconclusive = small, poorly fitted or top-dose-only effect, or effect the other way, or a change in a side signal; inactive = no such curve, though single readings can be large or run the other way; the % refers to the polarisation; note: % is set by controls: 0 for no effect and ±100 for the full control effect
JMJD2A Tudor inh – JMJD2A Tudor domain (human) inhibition | O75164 | AlphaScreen JMJD2A-Tudor / H3K4me3 peptide binding | Potency, µM (top dose mostly 114 µM), inactives show at the top dose activity change, negative = inhibition, hits mostly inhibitors | actives 4.4% (n = 390,000) | AID 504339; note: % is set by controls: 0 for no effect and ±100 for the full control effect; nearly all actives have a fitted effect of over 50% in size
Active calls of the source: *; i = inactive; u = inconclusive; x = no result given; & = joins results of further samples; [ ] = another dose, or the depositor's remark. Unless noted, calls come from the whole dose curve; as a rule, active = well fitted curve in the direction sought with a large enough effect; inconclusive = small, poorly fitted or top-dose-only effect, or another doubt; inactive = no such curve, though single readings can be large; an effect the other way counts as inactive or inconclusive. Potency is the fitted concentration of half-maximal effect. A portion of the library. The share of hits here may be higher or lower than overall.

SMILES	HP1b chromo inh	Pol iota inh	Tb PGK inh	BLM inh	BAZ2B inh	G9a block	GLS inh	Pin1 inh	JMJD2A Tudor inh
CC(=O)c1ccc(N2C(=NC(=O)CCC3CCCC3)SC3CS(=O)(=O)CC32)cc1 (stereo unspecified)	31%	-8%	i	-3%	-6%	10%[59 µM]	-5%	2%	-13%
CCC1CCCCN1CC(=O)Nc1cc(OC)c(OC)cc1C#N (stereo unspecified)	72%[activator]	23%	-3%	-1%	-3%	8%	3%	12%	-18%
CCOC(=O)CNC(=O)C1(/C=C/c2ccccc2)CC(=O)N1c1ccc(OC)cc1 (stereo unspecified)	58%[activator]	17%	i	-7%	-16%	-5%[2.33 µM]	-9%	0%	-8%
CN(C)S(=O)(=O)c1cccc(C(=O)Nc2cc(Cl)ccc2O)c1	1%	6%	-3%	-7%	8%	-32%[12.7 µM]	21%	6%	-16%
COc1ccc(NC(=O)CSc2nnc(Cn3c(=O)sc4ccccc43)n2C)c(OC)c1	51%[activator]	0%	4%	-11%	-3%	-5%[59 µM]	0%	-1%	-1%
Fc1ccccc1N1CCN(c2ncc3c(n2)CCN(Cc2cc(Br)cs2)C3)CC1	28%	13%	-8%	-2%	-17%	-10%[12.7 µM]	0%	-6%	-6%
O=C1CCCC(O)=C1Sc1ccccc1C(=O)O	25µM*	32µM*	x	6%	79µM*	25µM*	-6%	-13%	22µM*
Cc1csc2ncc(C(=O)NCCC(c3ccccc3)c3ccccc3)c(=O)n12	84%[activator]	15%	i	-9%	4%	48%[activator]	-3%	51%[activator]	9%
Cn1c(=O)c2c(nc(CO)n2C)n(C)c1=O	-12%	-17%	i	-1%	-14%	-15%	10%	0%	-7%
CC(=O)c1ccc(S(=O)(=O)Nc2ccc(C(=O)NCCCn3ccnc3)cc2)cc1	36%	u	0%	x	-1%	47%[12.7 µM]	1%	u	-12%

Pulled by compound from above:
SMILES	HP1b chromo inh	Pol iota inh	Tb PGK inh	BLM inh	BAZ2B inh	G9a block	GLS inh	Pin1 inh	JMJD2A Tudor inh
Cn1c(=O)c2c(nc(CO)n2C)n(C)c1=O	-12%	-17%	i	-1%	-14%	-15%	10%	0%	-7%
CC(=O)c1ccc(N2C(=NC(=O)CCC3CCCC3)SC3CS(=O)(=O)CC32)cc1 (stereo unspecified)	31%	-8%	i	-3%	-6%	10%[59 µM]	-5%	2%	-13%
CCC1CCCCN1CC(=O)Nc1cc(OC)c(OC)cc1C#N (stereo unspecified)	72%[activator]	23%	-3%	-1%	-3%	8%	3%	12%	-18%

Back to the main list; the 2 compounds before the break are reprinted first.
SMILES	HP1b chromo inh	Pol iota inh	Tb PGK inh	BLM inh	BAZ2B inh	G9a block	GLS inh	Pin1 inh	JMJD2A Tudor inh
Cn1c(=O)c2c(nc(CO)n2C)n(C)c1=O	-12%	-17%	i	-1%	-14%	-15%	10%	0%	-7%
CC(=O)c1ccc(S(=O)(=O)Nc2ccc(C(=O)NCCCn3ccnc3)cc2)cc1	36%	u	0%	x	-1%	47%[12.7 µM]	1%	u	-12%
CCCn1c(N)c(C(=O)CSc2ncn[nH]2)c(=O)n(C)c1=O	37%	6%	-3%	x	-1%	24%[2.33 µM]	-2%	-2%	-4%
Cc1cnc(NC(=O)CSc2nc3ccccc3s2)s1	32%[activator]	0%	-5%	-10%	-1%	-13%[59 µM]	-10%	-4%	-12%
COc1ccc(-c2c(C)c3ccc(O)c(CN4CCCCC4)c3oc2=O)cc1OC	28%[57 µM]	-17%	-6%	0%	7%	-16%[59 µM]	3%	-1%	-3%
CCCCOC(=O)c1cccnc1	39%	33%	-7%	-9%	4%	x	0%	-3%	-3%
C[C@H](CO)N1C[C@H](C)[C@@H](CN(C)S(=O)(=O)c2cn(C)cn2)Oc2c(NS(=O)(=O)c3ccc(F)cc3)cccc2C1=O	35%	-9%	-6%	x	x	x	15%	-5%	-9%
CC(C(=O)N1CCCCC1)n1ncn2cccc2c1=O (stereo unspecified)	22%	1%	-1%	3%	2%	18%[59 µM]	12%	-3%	-6%
O=C1CCC/C(=N\NC(=O)COc2ccc(Cl)cc2)C1	34%[activator]	8%	-8%	4%	-22%	u	18%	-13%	-7%
Cn1c(SCC(=O)NC2CCCCCC2)nnc1-c1ccco1	24%	8%	-5%	-2%	-32%	13%	1%	-6%	-21%
CC(=O)O[C@]1(C(C)=O)CC[C@H]2[C@@H]3C=C(Cl)C4=CC(=O)CC[C@]4(C)[C@H]3CC[C@@]21C	30%	6%	-4%	-9%&-10%	u	-36%[59 µM]	-6%&2%	6%	-14%
O=C(NNC1=NCCC1)C1CC1	-18%	108%[activator]	7%	1%	u	13µM*	8%	3%	-35%[57.1 µM]
CC(C)C1=NN(C(=O)c2cccnc2)C(O)(C(F)(F)F)C1 (stereo unspecified)	34%	45%[activator]	x	-3%	-7%	1%[0.0925 µM]	6%	0%	-16%
COC(=O)C(CC(C)C)NS(=O)(=O)c1ccccc1Br (stereo unspecified)	72%[activator]	-17%	x	-7%	x	x	x	4%	48%[activator]
COCCNC(=O)c1cc(C)ccc1C	33%	91%[activator]	-8%	-6%	-23%	-6%	4%	-5%	-4%
COc1ccccc1Nc1nc2ccc(C)cc2cc1C#N	160%[activator]	9%	i	-4%	89%[activator]	127%[activator][12.7 µM]	-4%	4%	19%
CCc1ccc(OCC(=O)Oc2ccc([N+](=O)[O-])cc2)cc1	47%[activator]	-15%	4%	-6%	3%	x	0%	8%	0%
CN(C)c1ccc(C=Nc2cnn(C)c2C(N)=O)cc1	4%	10%	-1%	-3%	u	-29%[12.7 µM]	21%	-7%	-6%
COc1ccc(NC(=S)N2CCN(S(=O)(=O)c3ccccc3)CC2)cc1	37%	18%	-9%	0%	-21%	u	10%	-1%	-15%
CCN(C(=O)COC(=O)c1ccc(S(=O)(=O)N2CCCc3ccccc32)cc1)C1CCS(=O)(=O)C1 (stereo unspecified)	49%[activator]	20%	-8%	-3%	-12%	-5%	0%	-7%	-12%
CC(=O)Nc1ccc(S(=O)(=O)NC(C)C(=O)OCC(=O)NC2CCCC2)cc1 (stereo unspecified)	15%	10%	4%	4%	6%	-3%[59 µM]	19%	-6%	-6%
O=C(CCC(=O)Nc1cc(C(F)(F)F)ccc1Cl)N/N=C\c1cc([N+](=O)[O-])ccc1O	-17%	16%	i	-9%	1%	16%	-1%	0%	-18%
Cc1occc1-c1nnc(SCC(N)=O)o1	21%	22%	5%	-3%	-6%	1%	12%	-3%	-2%
CCN(CCCCCN(C)C)Cc1cc2ccccc2o1	u	118%[activator]	-1%	37%[activator]	-26%	u	11%	7%	-13%
CCOc1ccc(N2CC(C(=O)Nc3cccc(C(=O)NC4CC4)c3)CC2=O)cc1 (stereo unspecified)	27%	-22%	-11%	x	18%	17%[2.33 µM]	-3%	4%	-5%
COc1ccc(CCNCc2c(C(=O)O)c(C)n(Cc3cccc(Cl)c3)c2C)c(OC)c1OC	26%	6%	6%	3%	-13%	-1%[59 µM]	5%	-4%	-14%
CCCn1nnc(NC(=O)c2ccc([N+](=O)[O-])cc2Cl)n1	24%	54%	-13%	-1%	0%	10%	5%	0%	-11%
C=CCNc1nnc(C)c2ccccc12	21%	5%	i	-14%	5%	0%	9%	-9%	2%
CCOC(=O)CSc1nnc(CNC(=O)c2ccc(OC)cc2)n1C1CCCCC1	3%	6%	-6%	1%	-3%	-2%	7%	2%	-24%
C=C(C)c1cccc(C(C)(C)NC(=O)Nc2ccccc2OCC)c1	22%	-2%	-1%	0%	10%	16%[59 µM]	-12%	2%	-5%
c1ccn(-c2ccc(-c3ccn[nH]3)cc2)c1	u	4%	-8%	-2%	u	u	-9%	0%	u
Cc1[nH]n(-c2ccccc2)c(=O)c1-c1cccc(Cl)c1	8%	12%	i	2%	u	-16%[0.0925 µM]	16%	3%	-10%
CCc1[nH]nc2c1C1(C(=O)N(Cc3ccccc3)c3ccccc31)C(C#N)=C(N)O2 (stereo unspecified)	17%	-1%	x	-7%	-5%	0%[59 µM]	-4%	7%	-28%
COc1ccc(/C=N/NC(=S)Nc2ccccc2)cc1COc1ccc(F)cc1F	2%	84%[activator]	-5%	-7%	-24%	-34%[59 µM]	-9%	0%	-19%
O=C(c1cccc([N+](=O)[O-])c1)N(c1ccccn1)c1ccccn1	2%	196%[activator]	-1%	3%	-1%	u	12%	3%	-13%
COCCNC(=O)c1ccccc1NC(=O)CSc1ccc(C)cc1	32%	13%	4%	-2%	-15%	-26%	7%	-2%	-1%
COC(=O)c1ccc2c(=O)n(CCN3CCOCC3)c(SCC(=O)Nc3ccc(OC)cc3OC)nc2c1	u	-17%	-10%	-2%	-10%	1%[59 µM]	-14%	-1%	45µM*
COc1cc2c(cc1O)CCN(C(=O)CSc1nncn1C)[C@@H]2C	35%	-1%	-1%	x	1%	-4%[0.501 µM]	-10%	0%	-3%
Cc1ccc(/C=C(\C#N)C(=O)Nc2c(C)cccc2C)s1	2%	-12%	x	-1%	-2%	u	5%	u	-16%
CC(C)c1ccc(NC(=O)COC(=O)CC2CCCC2)cc1	87%[activator]	7%	4%	x	x	x	5%	0%	26%
O=C(Cn1nc(Cc2cccnc2)c2ccccc2c1=O)NCC1COc2ccccc2O1 (stereo unspecified)	48%[activator]	34%[activator]	0%	-1%	9%	u	-5%	-3%	-10%
COc1ccc(S(=O)(=O)N2CCN(CC(O)COc3ccc(CC#N)cc3)CC2)cc1OC (stereo unspecified)	27%	89%[activator]	7%	-3%	2%	7%	6%	2%	-6%
CCn1c(=S)[nH]c2sc3c(c2c1=O)CCCCC3	39%[activator]	-4%	-8%	-4%	-1%	u	-26%	-1%	-14%
Nc1cc(N)nc(SCC(=O)N2CCc3ccccc32)n1	3%	5%	-9%	0%	5%	-4%[59 µM]	-3%	4%	-16%
COc1ccc2c(c1)c(=O)cc(C)n2CC(=O)NCc1ccco1	-15%	u	-13%	-1%	u	-34%[12.7 µM]	5%	4%	-35%
Cc1ccc(C(=O)N/C(=C\c2ccco2)C(=O)NCCN2CCOCC2)cc1	-1%	36%[activator]	-1%	-3%	1%	6%	1%	-7%	-13%
